High-throughput results as filed in PubChem.
RECQ1 inh – inhibitors of human RECQ1 DNA helicase | Potency, µM (top dose mostly 57.3 µM), for the others: top-dose activity, negative = inhibition, actives largely listed as inhibitors | 240,000 compounds, 0.54% hits | RECQ1 DNA unwinding, red fluorescence kinetic read;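 also: plate controls were vehicle for no effect and no enzyme for full effect; nearly all actives have a fitted effect of over 30% in size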
Target sequence (P46063 whole entry, looked up): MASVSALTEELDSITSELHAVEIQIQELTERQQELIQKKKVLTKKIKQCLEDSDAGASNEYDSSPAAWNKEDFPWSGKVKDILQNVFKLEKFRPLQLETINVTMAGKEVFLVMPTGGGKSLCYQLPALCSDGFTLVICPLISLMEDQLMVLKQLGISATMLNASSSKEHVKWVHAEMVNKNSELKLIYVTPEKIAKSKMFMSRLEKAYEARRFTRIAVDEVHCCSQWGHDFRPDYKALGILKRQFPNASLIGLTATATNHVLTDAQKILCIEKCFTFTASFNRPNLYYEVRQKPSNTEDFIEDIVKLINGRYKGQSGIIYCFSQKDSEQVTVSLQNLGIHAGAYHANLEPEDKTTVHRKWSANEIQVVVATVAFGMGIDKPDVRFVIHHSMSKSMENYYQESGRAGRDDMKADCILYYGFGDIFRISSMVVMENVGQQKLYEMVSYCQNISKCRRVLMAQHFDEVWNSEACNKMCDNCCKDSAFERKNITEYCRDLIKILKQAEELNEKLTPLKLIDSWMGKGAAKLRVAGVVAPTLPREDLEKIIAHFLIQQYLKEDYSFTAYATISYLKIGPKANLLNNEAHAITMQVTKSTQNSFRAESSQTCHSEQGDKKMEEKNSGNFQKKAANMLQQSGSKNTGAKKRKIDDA
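RECQ1T1 50 nM; forked duplex (20 bp + 30-nt ss tails) 200 nM, ATP 2 mM final; pH 8.0, 2 mM MgCl2, 2.5 ug/ml poly(dI-dC); 15 min compound preincubation; discontinuous kinetic read over 2 h at RT.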
SMN2 splice enh – enhancers of SMN2 splice variant expression. HEK293 SMN2-luciferase splicing reporter, luminescence, 30-36 h. Potency, µM (highest dose often 46.1 µM), for the others: at the highest dose activity change, positive = activation, usual class: activators. 210,000 compounds, 2.8% hits. AID 1458; also: % of control where 0% means no effect; nearly all actives have a fitted effect of over 55% in size
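HEK293 cells carry an SMN2 minigene-luciferase reporter in which exon 7 inclusion puts luciferase in frame. Cells were seeded at 2000 cells/well, attached for 10-12 hours, then exposed to compounds for 30-36 hours at 37C before ONE-Glo luminescence.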
KDM4E inh – inhibitors of human JMJD2E histone demethylase. B2RXH2. JMJD2E catalytic domain, FDH-coupled NADH fluorescence (FDH is formaldehyde dehydrogenase). Potency, µM (titrated, usually from 57.1 µM), without a hit: top-dose activity change, negative = inhibition, usual class: inhibitors. 230,000 compounds, 1.6% hits; active = well fitted inhibition curve with a large enough effect, not every such curve was filed as active; inconclusive = small, poorly fitted or top-dose-only effect, or another doubt; inactive = no such curve, though single readings can be large or run the other way;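 also: 0% = wells with enzyme and -100% = buffer wells without enzyme; nearly all actives have a fitted effect of over 50% in size; many of its hits are not listed in these tables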
Target sequence (B2RXH2 1-337 limits assumed): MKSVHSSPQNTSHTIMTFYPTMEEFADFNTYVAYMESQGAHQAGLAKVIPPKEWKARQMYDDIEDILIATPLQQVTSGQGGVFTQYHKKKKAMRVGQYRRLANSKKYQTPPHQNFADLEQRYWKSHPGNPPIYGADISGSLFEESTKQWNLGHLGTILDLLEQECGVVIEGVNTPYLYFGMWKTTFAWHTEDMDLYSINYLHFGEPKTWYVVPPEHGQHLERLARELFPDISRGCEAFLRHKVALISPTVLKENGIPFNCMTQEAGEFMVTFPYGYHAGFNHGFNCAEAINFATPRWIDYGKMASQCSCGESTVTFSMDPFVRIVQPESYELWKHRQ
Lamin A splicing – modulators of lamin A splicing; HeLa LMNA splicing GFP/RFP minigene ratio, 48 h; Potency, µM (titrated, usually from 46.1 µM), without a hit: top-dose ratio change, negative = inhibition, usual class: inhibitors; 200,000 compounds, 0.01% hits; active = well fitted inhibition curve with a large enough effect in the signal ratio, with a control signal flat, not every such curve was filed as active; inconclusive = small, poorly fitted or top-dose-only effect, or effect the other way, or a change in a side signal; the % refers to the signal ratio; also: % is scaled to controls: 0 for no effect and ±100 for the full control effect
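Read-out is the ratio of GFP to DsRed2 object intensity, acquired by 488 nm laser-scanning cytometry on HeLa lamin A-EGFP minigene reporter cells. Compound incubation 48 hrs at 37 °C in Opti-MEM with 2% FBS; DMSO 0.5% final.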
Luc counter – counter-screen: inhibitors of Kinase-Glo firefly luciferase; Kinase-Glo luciferase, ATP luminescence, 8 min; Potency, µM (series often up to 38.3 µM), for the others: at the highest dose activity change, negative = inhibition, most hits filed as inhibitors; 200,000 compounds, 0.28% hits; also: % is scaled to controls: 0 for no effect and ±100 for the full control effect; nearly all actives have a fitted effect of over 60% in size
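Compound is pinned into ATP-containing buffer (10 uM ATP, imidazole pH 7.2, 7 mM MgCl2). Kinase-Glo luciferase reagent is then added. Light output is recorded following an 8-min room-temperature incubation.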
ALDH1A1 inh – ALDH1A1 (human) enzyme inhibition. P00352. AID 1030. Purified ALDH1A1, NADH fluorescence, propionaldehyde substrate. Potency, µM (titrated, usually from 75.3 µM), inactives show top-dose activity, negative = inhibition, usual class: inhibitors. 220,000 compounds, 7.3% hits; active = well fitted inhibition curve with a large enough effect, not every such curve was filed as active; inconclusive = small, poorly fitted or top-dose-only effect, or another doubt; inactive = no such curve, though single readings can be large or run the other way;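 also: plate controls were no enzyme wells and a reference inhibitor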
Tau ThT inhib – tau fibrillization inhibition (ThT binding). P10636. recombinant tau K18 P301L, heparin-induced fibrillization, ThT fluorescence. Potency, µM (highest dose often 57.4 µM), for the others: at the top dose activity, negative = inhibition, actives largely listed as inhibitors. 270,000 compounds, 2.1% hits. AID 1460; also: % is scaled to controls: 0 for no effect and ±100 for the full control effect; nearly all actives have a fitted effect of over 55% in size
Target sequence (P10636 561-689 P618L limits assumed): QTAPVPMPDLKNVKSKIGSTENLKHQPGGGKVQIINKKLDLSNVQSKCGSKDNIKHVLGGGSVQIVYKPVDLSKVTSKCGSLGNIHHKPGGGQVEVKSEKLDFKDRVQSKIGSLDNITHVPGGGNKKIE
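Using a mix of unlabeled (15 uM) and Alexa 594-labeled (0.24 uM) tau K18 P301L, heparin-triggered fibrillization over 6 hr at 37 C was scored by ThT fluorescence.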
L3MBTL1 inh – L3MBTL1 (human) inhibition; Q9Y468; AID 485360; 230,000 compounds, 0.66% hits; AlphaScreen L3MBTL1–H3K9me1 peptide binding; Potency, µM (series often up to 57.1 µM), without a hit: at the top dose activity, negative = inhibition, hits mostly inhibitors; also: % is scaled to controls: 0 for no effect and ±100 for the full control effect; nearly all actives have a fitted effect of over 60% in size
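Read-out is AlphaScreen signal from streptavidin donor and nickel chelate acceptor beads (10 ug/mL final each) bridging L3MBTL1 (50 nM) and biotinylated K9-monomethylated H3(1-15) peptide (75 nM), after 30 min compound exposure at room temperature.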
* hit, by the source's call; i = inactive; ? = inconclusive; / = not tested or not shown; [ ] = remark or other dose. Unless noted, calls follow the shape of the dose curve; as a rule, active = well fitted curve in the direction sought with a large enough effect; inconclusive = small, poorly fitted or top-dose-only effect, or another doubt; inactive = no such curve, though single readings can be large; an effect the other way counts as inactive or inconclusive. Potency is read from the fitted curve at half-maximal effect.

SMILES | RECQ1 inh | SMN2 splice enh | KDM4E inh | Lamin A splicing | Luc counter | ALDH1A1 inh | Tau ThT inhib | L3MBTL1 inh
COc1ccc(C(c2c(O)nc(SC)n(C)c2=O)c2c(O)nc(SC)n(C)c2=O)cc1O | 0.3% | ? | -4.5% | 0.6% | 3.1% | 14.1µM* | ? | 15.6%
CCOC(=O)Nc1sc(NS(=O)(=O)c2ccccc2)nc1C | i | -40.2%[inhibitor] | 1.7% | 9.3% | 1.5% | ? | -15.3% | 1.7%
Cc1cc(Oc2ccccc2)nc(OCC#N)n1 | -0.1% | ? | 0.4% | 4.0% | -2.8% | -12.9% | 10.3% | -10.6%[11.4 µM]
Cc1ccc(/C=N/NC(=O)C(NC(=O)c2ccccc2)c2n[nH]c(=O)c3ccccc23)cc1 (stereo unspecified) | i | 4.4% | -0.1% | -1.1% | 2.9% | -6.2% | ? | -8.5%
O=C1c2ccccc2NC(c2ccccn2)N1c1ccc(Cl)cc1 (stereo unspecified) | i | ? | ? | 27.4% | -4.3% | ? | -11.3% | -8.1%
CCCCNc1nc2ccccc2n1CC(=O)N1CCc2ccccc2C1 | -2.2% | 17.8% | -1.1% | -4.0% | -1.7% | 9.2% | -4.1% | 5.7%
Cc1ccc(-c2nc(NC(=O)c3nn(C)cc3[N+](=O)[O-])sc2C)cc1C | 16.8% | -32.9%[inhibitor] | 7.3% | ? | 19.1% | -4.7% | 4.5% | /
CCCCCn1c(N(C)Cc2ccccc2)nc2c1c(=O)[nH]c(=O)n2C | i | -5.4% | -4.7% | -3.8% | 0.9% | -2.2% | -6.9% | -1.0%
COc1ccc(CNC(=O)Cn2nnc(-c3ccc(NC(=O)C4CCCCC4)cc3)n2)cc1 | -2.1% | 14.6% | -0.3% | -7.5% | 2.0% | 4.3% | 0.5% | 3.8%
N#Cc1c2n(c(=S)n(-c3ccccc3[N+](=O)[O-])c1=O)CCCCC2 | -4.3% | -10.2% | -13.8% | / | 3.5% | ? | -3.4% | 10.2%
CCOc1cc(/C=N/NC(=O)Cn2nc([N+](=O)[O-])cc2C)cc(Br)c1OCc1ccccc1C | -5.3% | -12.5% | 1.6% | 9.4% | 0.6% | 4.2% | -11.0% | /
CCOC(=O)Cc1csc(NC(=S)NC(=O)c2cccc([N+](=O)[O-])c2)n1 | -5.4% | -7.8% | 5.2% | 9.6% | -0.5% | ? | -9.8% | -1.3%
CCOC(=O)c1sc(NC(C)=O)nc1C | -4.0% | 9.5% | -0.4% | -5.7% | -2.3% | ? | -6.7% | /
CCOc1ccc(N2C(=O)Nc3ccccc3C2(O)C(=O)NCc2ccc(C)cc2)cc1 (stereo unspecified) | -2.1% | 8.5% | -10.2% | -5.1%[9.22 µM] | -1.3% | -0.7% | 1.0% | 7.1%
Cn1c(CNC(=O)c2ccc(F)cc2)nc2ccccc21 | i | -0.7% | -5.0% | -10.4% | -1.6% | 6.3% | -5.0% | 1.2%

3 of these compounds, reformatted.
| SMILES | RECQ1 inh | SMN2 splice enh | KDM4E inh | Lamin A splicing | Luc counter | ALDH1A1 inh | Tau ThT inhib | L3MBTL1 inh |
| --- | --- | --- | --- | --- | --- | --- | --- | --- |
| N#Cc1c2n(c(=S)n(-c3ccccc3[N+](=O)[O-])c1=O)CCCCC2 | -4.3% | -10.2% | -13.8% | / | 3.5% | ? | -3.4% | 10.2% |
| CCOc1cc(/C=N/NC(=O)Cn2nc([N+](=O)[O-])cc2C)cc(Br)c1OCc1ccccc1C | -5.3% | -12.5% | 1.6% | 9.4% | 0.6% | 4.2% | -11.0% | / |
| CCOC(=O)Cc1csc(NC(=S)NC(=O)c2cccc([N+](=O)[O-])c2)n1 | -5.4% | -7.8% | 5.2% | 9.6% | -0.5% | ? | -9.8% | -1.3% |

The list continues:
SMILES | RECQ1 inh | SMN2 splice enh | KDM4E inh | Lamin A splicing | Luc counter | ALDH1A1 inh | Tau ThT inhib | L3MBTL1 inh
O=S(=O)(Nc1c(S(=O)(=O)c2ccccc2)c2nc3ccccc3nc2n1C1CCCCC1)c1ccccc1 | -10.4% | -15.5% | ? | -4.5% | 1.4% | ? | ? | ?
COCc1nnc(NC(=O)CSc2ccc(C)cc2)s1 | 9.2% | 1.0% | -0.1% | -11.1% | 5.4% | 20µM* | -11.9% | -4.5%
N/C(Cc1cccc2ccccc12)=N\O | i | / | -6.6% | / | / | 3.6% | -17.3% | -0.5%
CCOC(=O)c1sc(C)c2c(=O)n(CC)nnc12 | -1.5% | 10.4% | -4.7% | -14.7% | 3.7% | -1.5% | -0.2% | 2.0%
CCOC(=O)c1oc2ccc(CNC(C)(C)C)c(Cl)c2c1C | 5.1% | -0.2% | ? | 5.8% | 2.4% | -10.7% | -6.5% | 0.6%
Cc1nn(Cc2ccc(Cl)cc2)c(C)c1NC(=O)CSc1nc2c(c(C(F)(F)F)n1)CCc1ccccc1-2 | -3.5% | -25.7% | 6.9% | ? | -0.4% | 8.7% | 2.4% | 10.0%
CCOC(=O)c1oc2ccc(/C=N/O)c(Cl)c2c1C | 3.4% | ? | -2.7% | / | -1.4% | 2.1% | -10.0% | -11.8%
Cc1ccc(S(=O)(=O)Nc2cc(-c3nn(C)c(=O)c4ccccc34)ccc2N2CCOCC2)cc1 | i | ? | 1.5% | ? | -0.1% | 22.4µM* | ? | /
C=CCn1c(SCc2nc3cc(C(F)(F)F)ccc3c(=O)[nH]2)nc2sc(CC)cc2c1=O | 0.0% | -32.4% | -17.3% | 1.5% | -0.1% | -6.9% | -16.7% | -6.6%
CCNC(=O)/C=C1\NC(C)(C)Cc2c1ccc1ccccc21 | -7.4% | -21.8% | -8.3% | -9.8% | -2.1% | -5.5% | -12.0% | /
COc1cc2nc(CN3CCN(S(=O)(=O)c4ccc(C)c(C)c4)CC3)[nH]c(=O)c2cc1OC | -11.3% | -21.6% | -3.6% | / | 2.6% | ? | -18.9% | /
N#CC(C#N)=C1c2cc(S(N)(=O)=O)ccc2-c2ccc(S(N)(=O)=O)cc21 | i | 24.4% | -1.1% | -3.5%[46 µM] | 0.3% | 7.94µM* | ? | 1.8%
CNC(=S)N1CCN=C1Nc1nc(C)cc(C)n1 | 21.1% | 23.3% | -6.5% | / | -0.8% | -5.8% | -0.9% | 0.5%
N#CCC(=O)N/N=C/c1cc([N+](=O)[O-])ccc1N1CCOCC1 | -33.6% | 6.5% | -6.0% | -4.5%[9.22 µM] | -3.6% | ? | ? | ?
CN(C)/N=C1\CCS(=O)(=O)c2sccc21 | i | -1.7% | 5.6% | -1.8%[46 µM] | 0.3% | -8.8% | 5.2% | 3.3%
CCOc1ccc(-c2nc(N)ncc2Oc2ccccc2Br)c(O)c1 | -12.2% | -22.2% | 0.0% | ? | 3.0% | -5.4% | -6.3% | /
Cc1cccc(-n2c(C)cc(C(=S)N3CCOCC3)c2C)c1C | -9.0% | / | 6.5% | 4.0%[46 µM] | 0.9% | ? | -4.9% | -9.9%
CCOc1ccc(N2C(=O)c3cccnc3C2Nc2ccc(C)c(C)c2)cc1 (stereo unspecified) | -7.5% | 6.7% | -6.2% | 6.0% | 0.2% | -15.1% | -12.4% | /
Cc1ccc(Cl)c(OCC(=O)OCC(=O)NC2CCCc3ccccc32)c1 (stereo unspecified) | -1.4% | 1.0% | -3.3% | -3.5% | -0.8% | -5.8% | -9.0% | 7.4%
COc1cc(CNCCc2c[nH]c3ccccc23)ccc1OCc1ccc(F)cc1 | -9.8% | 10.2% | -1.3% | -3.6% | -1.0% | 9.1% | ? | /
COC(=O)c1ccc(S(=O)(=O)N2Cc3ccccc3C2)cc1 | -2.0% | 1.7% | 6.0% | / | 2.7% | 6.0% | 8.5% | 2.9%
CC(OC(=O)Cc1c(F)cccc1Cl)C(=O)NCCC1=CCCCC1 (stereo unspecified) | i | -6.6% | -5.2% | -7.1% | 1.3% | -4.8% | -10.7% | 13.8%
O=C(NCCc1cccc(F)c1)/C(=C/c1cccnc1)NC(=O)c1ccccc1 | -5.9% | 0.0% | -24.1% | -13.2% | 3.4% | 5.0% | -1.2% | 4.7%
Cc1c(NCc2nc3ccccc3[nH]2)c(=O)n(-c2ccccc2)n1C | -2.0% | -6.8% | -4.6% | 3.3% | -7.3% | -11.9% | -14.4% | -3.7%
COc1cc(/C=N/Nc2ncc(C(F)(F)F)cc2Cl)cc(OC)c1O | -2.2% | 3.7% | ? | ? | -3.3% | -24.2% | ? | 5.9%
CN1C(=O)CC(N2CCN(CC(N)=O)CC2)C1=O (stereo unspecified) | -4.8% | 6.3% | 4.8% | 0.2% | -2.7% | 11.4% | -7.8% | 3.1%
O=C(/C=C/c1c(F)cccc1Cl)c1ccc(F)cc1 | 6.0% | -72.4%[inhibitor] | -0.2% | ? | ? | -44.4% | 4.5% | -14.2%
S=C(NCc1ccco1)Nc1ccc(Br)cc1Cl | -6.2% | 8.6% | 10.8% | ? | 0.8% | ? | -2.2% | -1.0%
Cc1ccc(C(O)(C(=O)NN(C(=O)c2ccccc2)c2ccccc2)c2ccc(C)cc2)cc1 | -4.8% | -28.2% | -1.7% | -20.5% | 2.3% | 4.2% | -7.1% | -4.8%
CC1(C)CC(=O)C2=C(C1)OC(N)=C(C#N)C21C(=O)N(CN2CCOCC2)c2ccccc21 (stereo unspecified) | -8.0% | -4.8% | 176.5%[activator] | ? | -2.9% | ? | 1.5% | 1.2%
Cc1ccc([N+](=O)[O-])cc1NC(=O)CN1CCC(C)CC1 | -11.9% | -12.9% | -2.9% | ? | -1.0% | 0.7% | 9.3% | 52.3%[activator]
Cc1cccc(N2CC3=C(C2=O)C(c2ccccc2)NC(=O)N3C)c1 (stereo unspecified) | 6.5% | 6.0% | -20.3% | 2.5% | 2.0% | -8.0% | -8.6% | /
NC(=O)C1CC(=O)N(Cc2ccc3c(c2)OCO3)C(=Nc2ccccc2)S1 (stereo unspecified) | -13.0% | 19.9% | 2.3% | -5.9% | 14.9% | ? | -0.2% | -2.1%
N/C(=N\OC(=O)CCCN1C(=O)c2ccccc2C1=O)c1ccc(Cl)cc1 | -5.4% | -13.8% | 3.3% | 4.7% | -1.2% | 1.2% | 3.4% | 4.8%

This is a subset (hit frequency here may not be typical).
